# HER2 expr 66K: inhibitors of human Her2 kinase expression | 65,000 compounds, 0.69% hits | P04626 | HER2 level % of control, % at 10 µM | SKBR-3 HER2 protein level, AlphaScreen, 18-24 h; active compounds read low | AID 645;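 active = HER2 level under 5% of the carrier-only control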;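 also: 100% = DMSO carrier and 0% = 500 nM PU-H71 HSP90 inhibitor; lower value means stronger loss of Her2 protein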
# Ec RNAP inh: Escherichia coli RNA polymerase inhibition; P0A8V2; E. coli RNA polymerase, fluorescence transcription assay; inhibition, %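 (tested at 10 µM)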; 62,000 compounds, 0.2% hits; in the data active = inhibition above about 20%;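 also: 0% = enzyme without compound and 100% = no enzyme blank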
# Fluor 339 460: intrinsic fluorescence of library compounds, ex339/em460 – biochemical, MLSMR library, data from DPM-DC assay, artefact control, profiling panel. compound autofluorescence, ex339/em460 nm, NADH buffer; active compounds read high; 1 = no-compound wells, NADH background. fluorescence fold increase at 10 µM. 65,000 compounds, 5.5% hits;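 active = at 10 µM, mean starting fluorescence two-fold or more over control wells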;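 also: signal is the first read of a kinetic run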
# HTR1A agonist: activates the human 5-HT1a serotonin receptor; P08908; CHO 5-HT1a Ga15 NFAT-bla reporter, FRET ratio; 0% basal, 100% maximal reference agonist; activation, % at 10 µM; 65,000 compounds, 0.56% hits;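 active = activation above the screen-wide mean activation plus 3 SD, cut at about 19% in these data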;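 also: 0% = DMSO wells and 100% = 5-CT at EC100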
# Hsp90 block: displaces geldanamycin probe from tumor Hsp90 | 64,000 compounds, 0.35% hits | inhibition, % at 30 µM | NCI-N417 lysate Hsp90, Cy3B-geldanamycin FP displacement | P07900;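 active = inhibition above 50%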;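 also: 0% = tracer plus lysate wells and 100% = tracer alone without lysate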
# M1 agonist: agonists of M1 muscarinic receptor | CHO-M1 cells, Fluo-4 calcium fluorescence, agonist mode; active compounds read high | B-score at 10 µM | 64,000 compounds, 3% hits | AID 626;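 active = fluorescence rise, raw or as B-score row- and column-corrected plate score, outside the 99.7% band of its plate's samples, either direction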
# M1 antagonist: M1 muscarinic receptor (rat) antagonism. P08482. CHO-M1 cells, Fluo-4 calcium, ACh EC80 antagonist mode; active compounds read low. B-score at 10 µM. 64,000 compounds, 3.4% hits. AID 628;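 active = calcium fluorescence response, raw or row-and-column corrected B-score, differing from the plate sample mean either way at a set confidence level, mostly lower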
# Target sequence (P08482 whole entry, looked up): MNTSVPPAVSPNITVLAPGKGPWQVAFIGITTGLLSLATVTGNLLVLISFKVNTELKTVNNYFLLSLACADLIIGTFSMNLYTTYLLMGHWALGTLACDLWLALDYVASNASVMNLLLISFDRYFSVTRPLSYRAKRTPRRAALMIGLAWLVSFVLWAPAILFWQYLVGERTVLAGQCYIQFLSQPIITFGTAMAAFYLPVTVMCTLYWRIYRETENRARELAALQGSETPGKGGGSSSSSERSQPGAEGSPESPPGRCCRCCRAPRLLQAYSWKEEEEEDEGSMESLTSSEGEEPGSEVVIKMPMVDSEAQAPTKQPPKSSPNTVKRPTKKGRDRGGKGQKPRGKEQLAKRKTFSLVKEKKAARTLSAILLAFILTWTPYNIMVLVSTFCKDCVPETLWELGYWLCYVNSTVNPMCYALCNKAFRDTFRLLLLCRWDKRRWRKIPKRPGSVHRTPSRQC
# NADH enzymes: inhibition of NAD/NADH coupling enzymes, library profiling; coupled PK/LDH NADH assays, four targets; IC50, µM (highest dose often 10 µM), for inactives: at the top dose inhibition; 65,000 compounds, 0.02% hits;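 active = single-dose screening hits from any of four coupled enzyme assays that gave an IC50 when retested across doses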;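 also: the DPM-DC format reads NADH fluorescence rather than 340 nm absorbance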
# D1 mod: allosteric modulators of human D1 dopamine receptor | P21728 | AID 641 | 58,000 compounds, 5.9% hits | HEK293 D1, CRE-luciferase, dopamine EC30 potentiation; actives deviate in either direction | B-score at 10 µM;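 active = luminescence count or its row- and column-corrected plate score outside the 99.7% band of the plate's sample wells, on either side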
# Target sequence (P21728 whole entry, looked up): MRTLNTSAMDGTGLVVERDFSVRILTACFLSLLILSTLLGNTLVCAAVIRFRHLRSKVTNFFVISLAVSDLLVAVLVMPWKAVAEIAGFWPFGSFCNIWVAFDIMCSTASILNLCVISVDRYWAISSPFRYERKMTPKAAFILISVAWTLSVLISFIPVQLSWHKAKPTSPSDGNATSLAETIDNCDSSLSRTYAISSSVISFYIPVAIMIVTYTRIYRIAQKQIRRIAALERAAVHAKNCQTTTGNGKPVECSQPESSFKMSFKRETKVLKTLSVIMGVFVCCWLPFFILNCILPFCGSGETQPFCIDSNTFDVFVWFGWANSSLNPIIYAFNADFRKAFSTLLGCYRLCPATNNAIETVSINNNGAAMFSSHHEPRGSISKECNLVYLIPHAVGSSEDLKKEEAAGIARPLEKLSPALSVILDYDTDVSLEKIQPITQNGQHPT
# Starred values were filed as active, the others as inactive; nt = not tested or not shown; [ ] = another dose, or the depositor's remark.
SMILES,HER2 expr 66K,Ec RNAP inh,Fluor 339 460,HTR1A agonist,Hsp90 block,M1 agonist,M1 antagonist,NADH enzymes,D1 mod
O=c1c2ccccc2nnn1CSc1nc2cc(Cl)ccc2c(=O)n1Cc1ccco1,51,-1,1,-1.9,-3,-0.36,-0.63,4%,-0.2
CC(=O)c1c(C)[nH]c(C(=O)CSc2nc3ccccc3c(=O)n2CCCN2CCOCC2)c1C,87,-2,1,1.5,-1,2.5,-0.28,4%,-0.53
CCOc1ccccc1C(=O)n1nc2nc(C)cc(C)c2c1N,116,8,0.98,0.1,0,-0.25,0.26,7%,-0.67
Cc1nc(=O)c(-c2ccccc2)c(C)n1-c1ccccc1C(=O)O,81,7,1.1,-4.6,-3,0.61,-0.12,8%,-0.57
Cc1[nH]c(=O)[nH]c(=O)c1S(=O)(=O)N1CCCC(C(=O)NCc2ccco2)C1 (centres undefined),96,4,1.1,0.6,-6,0.2,0.086,12%,-0.31
COc1ccc(OC(C)=O)c(C2c3cc(OC)c(OC)cc3CCN2C(C)=O)c1 (centres undefined),89,3,1.1,-2.2,0,1.3,0.81,8%,4
COc1ccc(C(=O)Cn2c(N3CCCCC3)nc3c2c(=O)n(C)c(=O)n3C)cc1OC,44,9,1.1,1.1,2,0.84,0.65,1%,0.97
O=c1c2ccccc2nnn1CSc1nnc(-c2cccc(S(=O)(=O)N3CCCCC3)c2)o1,82,-5,1.1,2.3,-4,1.7,-4.2*,0%,2.8
CCCn1c(SCC(=O)N2CCc3ccccc32)nnc1-c1ccncc1,122,4,1.1,-2.8,-5,-0.012,-0.15,10%,-0.38
Cc1nc(C)n(CC(O)COc2ccc3ccccc3c2)n1 (centres undefined),91,7,1.1,-0.4,-4,-0.12,0.83,3%,1.8

# The closing five records of the section before lead into the next.
SMILES,HER2 expr 66K,Ec RNAP inh,Fluor 339 460,HTR1A agonist,Hsp90 block,M1 agonist,M1 antagonist,NADH enzymes,D1 mod
COc1ccc(OC(C)=O)c(C2c3cc(OC)c(OC)cc3CCN2C(C)=O)c1 (centres undefined),89,3,1.1,-2.2,0,1.3,0.81,8%,4
COc1ccc(C(=O)Cn2c(N3CCCCC3)nc3c2c(=O)n(C)c(=O)n3C)cc1OC,44,9,1.1,1.1,2,0.84,0.65,1%,0.97
O=c1c2ccccc2nnn1CSc1nnc(-c2cccc(S(=O)(=O)N3CCCCC3)c2)o1,82,-5,1.1,2.3,-4,1.7,-4.2*,0%,2.8
CCCn1c(SCC(=O)N2CCc3ccccc32)nnc1-c1ccncc1,122,4,1.1,-2.8,-5,-0.012,-0.15,10%,-0.38
Cc1nc(C)n(CC(O)COc2ccc3ccccc3c2)n1 (centres undefined),91,7,1.1,-0.4,-4,-0.12,0.83,3%,1.8
COCCn1c(SCC(=O)Nc2cc(Cl)ccc2OC)nc2c(c1=O)SC(C)C2 (centres undefined),85,4,1,0.4,-4,0.55,-2.7*,3%,1.8
CCOc1cc(CNc2ccccc2SC)ccc1O,91,nt,1.1,-1.5,5,-0.5,0.83,2%,-0.0087
CCOC(=O)CC1=C(C(=O)OCC)C(c2cc(OC)c(OC)cc2OC)C(C#N)=C(N)O1 (centres undefined),82,-9,1.1,1.6,3,0.056,0.86,3%,nt
CCN(CC)S(=O)(=O)c1ccc(F)cc1,91,12,0.99,-1.7,-4,-0.11,-0.4,2%,0.64
COc1nnc(OC)c2ccccc12,109,6,1.1,-2.0,1,nt,nt,9%,nt
CC12CN3CCN(CC(C3)C1(O)CN1CCOCC1)C2 (centres undefined),99,5,1.1,-4.0,-4,0.0044,-0.005,4%,-0.095
CN(CCO)C(=O)CCC(=O)Nc1ccc(S(N)(=O)=O)cc1,105,10,1,1.3,-4,-0.66,-0.00031,6%,0.64
CCOC(=O)/C(C#N)=C1/C=C(C)NC(c2ccccc2O)=N1,80,nt,1.4,0.8,-2,16*,-7.1*,8%,-1.9
Cc1cccc(NC(=O)c2cc(NC(=O)c3ccco3)ccc2Cl)n1,76,6,1,-1.5,-4,2.5*,-0.88,2%,-0.079
CC1CCc2cc(F)ccc2N1C(=O)CN1C(=O)c2ccccc2C1=O (centres undefined),138,4,1.1,-1.7,-2,-0.0022,-0.6,4%,1.7
COc1cc2c(cc1OC)C(C)N(C(=O)c1cc3n(n1)C(C(F)(F)F)CC(c1ccco1)N3)CC2 (centres undefined),55,-5,1,-0.7,-5,-0.2,-0.097,3%,6*
COc1ccc(Nc2ccc3c(c2)=NC2(CCCCC2)[N+]=3[O-])cc1,-56*,2,0.98,nt,nt,-0.13,-2.4,8%,-2.7*
CCN(C(=O)CN1CCN(c2ccccc2OC)CC1)c1c(N)n(Cc2ccccc2)c(=O)[nH]c1=O,85,9,1,-2.2,-2,-0.14,0.15,4%,0.22
COc1ccc(NC(=O)C(CC(C)C)NC(=O)c2ccccc2C)cn1 (centres undefined),102,6,1.1,-2.1,-2,-0.078,-0.37,4%,1.2
CC(C)(C)NC(=O)C(c1ccccc1)N(Cc1ccco1)C(=O)c1csnn1 (centres undefined),112,9,1.1,-1.9,0,0.076,0.5,2%,-0.66
COc1ccc(C(=O)Nc2nnc(C(F)(F)F)s2)cc1,134,-6,1,0.6,1,-1.4,-0.025,3%,-1.2
Cc1ccccc1NC(=O)CSc1nc2c(c(-c3ccco3)c1C#N)CCCC2,102,1,1.5,1.2,-5,0.32,0.44,8%,-0.41
CC(=O)NC(CCS(C)(=O)=O)C(=O)Nc1ccc2c(c1)OCCO2 (centres undefined),85,nt,1,-5.5,1,-0.93,-0.28,4%,-0.61
CC1(C)CC(c2csc(N)n2)CCO1 (centres undefined),104,4,1.1,-0.9,-1,-0.92,-0.72,7%,0.19
Cc1ccccc1C(=O)Nc1ccc(Cl)cn1,76,12,1.1,-0.9,-3,0.13,-0.14,2%,-0.0042
COc1ccc(-c2nc(C#N)c(NCC3CCCO3)o2)cc1 (centres undefined),91,-1,2.3*,-3.3,-1,-0.22,-0.28,2%[fluoresces],1.2
COc1cccc(Nc2c(F)c(OC)c(F)c(F)c2C(=O)O)c1,79,0,0.93,-3.1,2,0.33,1,7%,-0.0048
CCc1nnc(NC(=O)CCC(=O)N2CCN(Cc3ccc(Cl)cc3)CC2)s1,73,-2,1.1,3.7,-1,4.7,-0.85,2%,-0.83
O=C(c1cc2c(=O)n3ccccc3nc2s1)N1CCOCC1,82,-9,4.9*,-1.2,-6,0.58,0.34,10%[fluoresces],0.76
Cc1ccc(CN2C(=O)CCC2C(=O)NCCN2CCOCC2)cc1 (centres undefined),72,3,1.1,-0.1,-1,0.54,-0.071,7%,-0.073
COc1cc(NC(=O)COc2ccc(F)cc2)nc(OC)n1,97,-10,1,-3.5,-1,0.39,-0.13,7%,-0.27
COc1ccc(CCNC(=O)CC2Nc3ccccc3NC2=O)cc1 (centres undefined),110,4,2.1*,0.9,-15,-0.79,1.7,8%,-0.068
COc1ccc(C(CNC(=O)CN2C(=O)NC3(CC(C)CC(C)(C)C3)C2=O)N2CCOCC2)cc1 (centres undefined),113,-4,0.98,-2.0,2,0.35,0.0011,3%,-0.0047
Cc1cc(C)cc(C(=O)n2cnnc2N)c1,102,1,1.2,-3.9,-2,0.044,0.064,3%,nt
COCCn1nnnc1CN1CCC(NC(=O)c2ccc(Br)cc2)CC1,85,1,1.1,-1.7,-1,-1,-0.44,3%,0.66
Cc1cc(Nc2ccc(Br)c(C)c2)n2nc(C)nc2n1,93,10,1.1,3.5,-2,4.7*,-0.0012,10%,nt
CC(=O)c1c(C)[nH]c(C(=O)N2CCCCCC2)c1C,103,-1,1.1,-1.3,-4,0.11,-0.12,3%,0.031
CCOc1ccc(N(CC(=O)Nc2cccc(Cl)c2)S(=O)(=O)c2c(C)noc2C)cc1,53,9,1.1,-2.2,-3,0.38,0.62,6%,-0.75
COc1ccc(-n2nc(C(=O)Nc3ccc4c(c3)OCO4)c3ccccc3c2=O)cc1,54,3,1.1,-3.3,-5,0.072,0.022,3%,0.14
COc1ccccc1-c1nc(C(N)=O)c2[nH]c(=O)n(-c3cccc(C)c3)c2n1,101,8,3.9*,0.5,0,0.52,0.72,23%,2.7
O=C(NCC(c1cccnc1)N1CCN(c2ccc(F)cc2)CC1)c1ccc(F)cc1 (centres undefined),98,8,1.1,-1.7,-1,1.1,-0.17,3%,-1.9
COc1ccc(NC(=O)Nc2ccc(C(=O)N3CCOCC3)cc2)cc1,113,5,1.1,-0.3,-4,0.82,-0.13,1%,-1
COCCNC(=O)CN(C(=O)CCC(=O)Nc1ccccn1)c1ccc(F)cc1,110,4,1.1,-2.9,2,0.61,0.33,2%,0.52
O=C(OCCN1CCOCC1)C(c1ccccc1)c1ccccc1,88,-4,1.1,0.4,1,-0.14,-0.53,8%,0.22
CC1(C)CC(=O)C2=C(C1)NC(=O)CC2c1cccc(F)c1 (centres undefined),87,0,1.2,-4.6,0,0.35,0.099,4%,0.36
CCCNC(=O)CN(c1ccc(F)c(Cl)c1)S(C)(=O)=O,91,1,1,-1.5,-2,1.2,-0.49,7%,0.39
Cc1cc(NC(=O)c2cc3nc(C4CC4)cc(C(F)(F)F)n3n2)no1,112,11,1.3,-1.3,-9,-0.9,0.16,1%,0.021
CCOC(=O)C1CCCCN1Cc1ccccc1C(F)(F)F (centres undefined),96,2,1.1,-3.0,0,-0.049,0.17,2%,-0.33
CC1(C)OC(=O)C(=CNc2ccccc2F)C(=O)O1,86,11,1,-1.7,-1,-0.24,0.17,6%,5.7*
O=C(Nc1ccc(NC(=O)C2CC2)cn1)c1ccccc1Cl,93,6,1,-1.3,-10,-0.38,0.64,2%,0.54
Cc1nn(-c2ccc(F)cc2)c2c1cc(C#N)c1nc3ccccc3n12,125,-11,2.5*,0.2,-1,0.24,-0.034,3%[fluoresces],-0.77
O=C(O)c1cc(-c2ccco2)nc2ccc(Br)cc12,74,7,2.6*,-2.5,-8,-2.5*,-17*,14%,0.76
O=C1CCCC2=C1C1(CCCC1)N=C(Nc1nc3ccccc3o1)N2,100,10,1.1,-3.5,0,0.44,0.27,9%,-0.19
COc1cc(-c2nnc(-c3cccnc3)o2)cc(OC)c1OC,103,0,1.2,-1.6,-3,0.58,-0.2,2%,1.5
O=C(O)c1ccc(CS(=O)(=O)c2cccc(C(F)(F)F)c2)o1,151,8,1,-0.3,-2,-0.59,-0.42,6%,-0.041
# Next section
SMILES,HER2 expr 66K,Ec RNAP inh,Fluor 339 460,HTR1A agonist,Hsp90 block,M1 agonist,M1 antagonist,NADH enzymes,D1 mod
COc1cccc(N(C(=O)Cn2nnc3ccccc32)C(C(=O)NCc2ccco2)c2cccnc2)c1 (centres undefined),93,7,1.3,0.1,-3,0.8,1.1,2%,0.97
CCOC(=O)c1cc2sc(C)cc2n1CC(=O)N1CCc2ccccc21,80,5,1,-1.0,-3,-1.9,-0.81,4%,0.77
O=C(NCSc1ccncn1)c1ccccc1,91,5,1.1,-3.5,-2,nt,nt,4%,nt
O=C(CSc1nnnn1C1CCCCC1)N1CCCC1,110,8,1.1,-2.2,-1,0.012,0.039,8%,0.96
Cc1cc2oc(C(=O)N(Cc3ccco3)C3CCS(=O)(=O)C3)cc(=O)c2cc1Cl (centres undefined),71,nt,1.2,2.6,-3,0.6,0.18,0%,0.98
CCOC(=O)C(C(=O)OCC)=C1OC(=O)c2ccccc21,61,8,1.1,3.6,-1,-0.34,-0.85,9%,nt
CCOC(=O)c1ccc(NC(=O)c2cc3ccccc3o2)cc1,76,5,1.2,-0.9,-5,nt,nt,7%,-0.93
CCn1nnnc1SCCSc1nnnn1CC,91,9,1.1,-1.9,1,-0.86,0.06,5%,0.87
CSc1ccc(C2C(C#N)=C(N)N(c3ccccc3)C3=C2C(=O)CCC3)cc1 (centres undefined),128,1,1.2,0.0,nt,0,0,4%,2.6*
CC(C)Cc1[nH]c(=O)c(C#N)c2c1COC(C)(C)C2,57,5,1.9,-1.5,-2,-0.037,0.046,11%,nt
